SMN2 splice up = enhancers of SMN2 splice variant expression; Potency, µM (top dose mostly 46.1 µM), without a hit: at the highest dose activity change, positive = activation, hits mostly activators; HEK293 SMN2-luciferase splicing reporter, luminescence, 30-36 h; 210,000 tested, 2.8% active; note: % of control where 0% means no effect; nearly all actives have a fitted effect of over 55% in size
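HEK293 cells carry an SMN2 minigene-luciferase reporter in which exon 7 inclusion puts luciferase in frame. Cells were seeded at 2000 cells/well, attached for 10-12 hours, then exposed to compounds for 30-36 hours at 37C before ONE-Glo luminescence.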
GAA glycogen = GAA glycogen-cleavage inhibition or activation | P10253 | recombinant GAA, glycogen substrate, Amplex Red glucose oxidase fluorescence | Potency, µM (doses to about 76.4 µM), for inactives: at the top dose activity change, negative = inhibition, hits mostly inhibitors | 300,000 tested, 0.38% active;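 note: 0% = full enzyme reaction and -100% = no-enzyme basal signal; the screen sought inhibitors and activators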
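Natural-substrate format: glycogen cleavage by 4 nM human enzyme, glucose read by Amplex Red coupling (Ex 573, Em 610 nm). Normalized to enzyme and no-enzyme controls.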
aGal spleen mod = alpha-galactosidase A (human) modulation. P06280. human spleen homogenate, 4MU-alpha-Gal fluorescence, 40 min. Potency, µM (top dose mostly 80 µM), for inactives: at the top dose activity change, negative = inhibition, actives largely listed as inhibitors. 240,000 tested, 0.008% active;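 note: 0% = enzyme with vehicle and -100% = no enzyme basal signal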
Target sequence (P06280 32-429 limits assumed): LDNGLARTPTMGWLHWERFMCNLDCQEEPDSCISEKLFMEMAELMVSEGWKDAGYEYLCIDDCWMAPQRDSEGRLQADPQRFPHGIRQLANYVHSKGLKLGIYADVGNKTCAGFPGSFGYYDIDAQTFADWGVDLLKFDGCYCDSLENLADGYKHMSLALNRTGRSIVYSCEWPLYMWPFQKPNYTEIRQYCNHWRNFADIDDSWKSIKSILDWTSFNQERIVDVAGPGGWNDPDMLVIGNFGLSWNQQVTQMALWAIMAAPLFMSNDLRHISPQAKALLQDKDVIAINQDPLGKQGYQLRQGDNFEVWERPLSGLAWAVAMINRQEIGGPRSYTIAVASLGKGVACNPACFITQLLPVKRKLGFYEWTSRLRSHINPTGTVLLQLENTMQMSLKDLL
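Inhibition or activation of alpha-galactosidase in human spleen homogenate is scored by 4-MU fluorescence after 40 min at 37C, pH 5.0, with 1 mM substrate. AC50s come from concentration-response fitted to the Hill equation.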
aGlu spleen mod = inhibits or activates alpha-glucosidase in human spleen homogenate. Potency, µM (doses to about 79.9 µM), for the others: top-dose activity change, negative = inhibition, hits mostly inhibitors. AID 2112. human spleen homogenate, 4-MU-alpha-glucoside fluorescence. P10253. 240,000 tested, 0.006% active;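 note: 0% = enzyme with vehicle and -100% = no enzyme basal signal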
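Human spleen homogenate (1 ug) incubated with compounds and 1 mM 4-methylumbelliferyl-alpha-D-glucopyranoside in pH 5.0 citrate/phosphate buffer, 37 C, 40 min. Stopped at pH 10; 4-MU fluorescence (Ex 365/Em 440 nm); AC50 by Hill fit.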
GAA inh = inhibitors of human lysosomal alpha-glucosidase; purified human GAA, 4-MU-alpha-glucoside fluorescence; 200,000 tested, 0.005% active; P10253; AID 1466; Potency, µM (titrated, usually from 76.9 µM), inactives show at the top dose activity change, negative = inhibition, most hits filed as inhibitors;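 note: plate controls were uninhibited enzyme wells for no effect and no-enzyme background for full effect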
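Read-out is 4-methylumbelliferone fluorescence (Ex 365/Em 440 nm) after NaOH/glycine stop at pH 10. Enzyme 4 nM, substrate 400 uM, pH 5.0 citrate buffer, 20 min room temperature; AC50 from Hill-equation concentration-response.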
JMJD2E inh = inhibitors of human JMJD2E histone demethylase; B2RXH2; JMJD2E catalytic domain, FDH-coupled NADH fluorescence (FDH is formaldehyde dehydrogenase); Potency, µM (doses to about 57.1 µM), inactives show at the top dose activity change, negative = inhibition, most hits filed as inhibitors; 230,000 tested, 1.6% active; AID 2147; active = well fitted inhibition curve with a large enough effect, not every such curve was filed as active; inconclusive = small, poorly fitted or top-dose-only effect, or another doubt; inactive = no such curve, though single readings can be large or run the other way;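 note: 0% = wells with enzyme and -100% = buffer wells without enzyme; nearly all actives have a fitted effect of over 50% in size; many of its hits are not listed in these tables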
GoLoco inh red = RGS12 GoLoco-Gai1 interaction inhibition; 230,000 tested, 0.44% active; Potency, µM (series often up to 61.6 µM), without a hit: top-dose activity, negative = inhibition, most hits filed as inhibitors; Gai1:RGS12 GoLoco peptide FP, rhodamine, 10 min; active = well fitted inhibition curve with a large enough effect, not every such curve was filed as active; inactive = no such curve, though single readings can be large or run the other way; note: % is set by controls: 0 for no effect and ±100 for the full control effect; nearly all actives have a fitted effect of over 30% in size; many of its hits are not listed in these tables
Target sequence (P63096 whole entry, looked up): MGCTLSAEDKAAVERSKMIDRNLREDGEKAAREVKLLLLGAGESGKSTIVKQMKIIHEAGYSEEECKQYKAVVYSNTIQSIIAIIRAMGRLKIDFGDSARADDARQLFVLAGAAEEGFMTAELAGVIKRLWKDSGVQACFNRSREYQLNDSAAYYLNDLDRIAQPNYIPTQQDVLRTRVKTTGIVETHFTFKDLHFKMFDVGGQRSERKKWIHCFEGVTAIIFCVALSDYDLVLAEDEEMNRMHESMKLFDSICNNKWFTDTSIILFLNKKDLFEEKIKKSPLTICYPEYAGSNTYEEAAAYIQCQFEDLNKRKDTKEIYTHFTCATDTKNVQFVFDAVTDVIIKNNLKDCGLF
ALDH1A1 block = blocks purified human ALDH1A1 activity. P00352. Purified ALDH1A1, NADH fluorescence, propionaldehyde substrate. Potency, µM (doses to about 75.3 µM), for the others: at the highest dose activity, negative = inhibition, most hits filed as inhibitors. 220,000 tested, 7.3% active. AID 1030; active = well fitted inhibition curve with a large enough effect, not every such curve was filed as active; inconclusive = small, poorly fitted or top-dose-only effect, or another doubt; inactive = no such curve, though single readings can be large or run the other way;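 note: plate controls were no enzyme wells and a reference inhibitor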
An asterisk follows results filed as active; u = inconclusive; x = no result given; [ ] = another dose, or the depositor's remark. Unless noted, calls come from the whole dose curve; as a rule, active = well fitted curve in the direction sought with a large enough effect; inconclusive = small, poorly fitted or top-dose-only effect, or another doubt; inactive = no such curve, though single readings can be large; an effect the other way counts as inactive or inconclusive. Potency is the fitted concentration of half-maximal effect. Some of the compounds tested; the hit share may differ from the screen's.

item | compound | SMN2 splice up | GAA glycogen | aGal spleen mod | aGlu spleen mod | GAA inh | JMJD2E inh | GoLoco inh red | ALDH1A1 block
1 | O=C(N=C1N=C2C=CC=CN2Cc2ccccc21)c1ccc(S(=O)(=O)N2CCCC2)cc1 | x | 5.7% | -5.7% | -9.5% | x | u | 8.6% | x
2 | CC1CCCCN1C(=O)CN1CCC(c2nc3ccc(Cl)cc3[nH]2)CC1 (configuration not stated) | x | -5.1% | -6.8% | -8.2% | 13.3% | 8.1% | 7.1% | 0.0%
3 | CCOC(=O)c1cc(N)cc([N+](=O)[O-])c1 | 16.6% | -3.8% | 6.2% | 6.5% | 6.9% | -11.1% | -3.7% | -6.7%
4 | N#Cc1c(/N=C/c2ccco2)oc(-c2ccccc2)c1-c1ccccc1 | -23.1% | -10.7% | -19.5% | -16.1% | 4.7% | u | 4.3% | u
5 | CC1(C)CC(Cc2nc(=S)[nH][nH]2)C(=O)O1 (configuration not stated) | 16.0% | -28.7% | -5.8% | -1.7% | 2.6% | -10.6% | 8.1% | -3.1%
6 | O=C(O)C1C2C=CC(C2)C1C(=O)Nc1ccc(C(=O)N2CCCCC2)cc1 (configuration not stated) | -27.4% | 4.7% | -5.6% | 1.7% | 6.3% | -3.5% | 1.3% | u
7 | CCCCCCCN | 2.7% | x | -0.9% | 1.9% | x | x | 6.4% | -3.3%
8 | COc1ccccc1C(OC(=O)c1cccs1)C(=O)NCC1CCCO1 (configuration not stated) | -20.0% | 5.6% | -2.8% | -15.0% | 3.0% | 5.6% | 4.7% | 3.2%
9 | Cc1ccc2nc(-c3ccc(SCC(=O)Nc4nnc(C)s4)nc3)[nH]c2c1 | 14.1µM* | 13.0% | -16.1% | 1.0% | -5.4% | u | 4.8% | -17.2%
10 | Cc1ccc(S(=O)(=O)c2nc(-c3cccs3)oc2NCCCN(C)C)cc1 | 0.5% | -2.8% | 1.5% | 1.7% | -7.9% | -8.3% | -8.7% | -3.7%
11 | O=C(COC(=O)C1CCN(S(=O)(=O)c2cccc3cccnc23)CC1)c1ccc(F)cc1 | 22.9% | -10.8% | 3.1% | -9.2% | -37.0% | -4.2% | 5.9% | 0.6%
12 | Cc1ccc2c(c1)CCCN2C(=O)c1c(C)noc1C | 3.2% | 5.4% | 1.2% | -10.7% | u | 5.1% | 3.0% | -2.2%
13 | NS(=O)(=O)c1ccc(CCNC(=O)C2CCN(S(=O)(=O)c3ccccc3)CC2)cc1 | -2.5% | -18.5% | -0.3% | -1.5% | -16.9% | -2.8% | -1.6% | u
14 | Cc1ccccc1C(=O)NC(NCc1ccco1)C(Cl)(Cl)Cl (configuration not stated) | -12.2% | 10.7% | 6.7% | 4.0% | 4.9% | 6.3% | 1.7% | 1.2%
15 | O=C(/C=C/c1ccc(Cl)cc1)NC(=S)Nc1ccc(N2CCOCC2)c(Cl)c1 | x | -9.1% | 0.0% | -8.4% | -6.3% | 5.0% | x | 14.1µM*
16 | CC(C)c1ccc(N(CC(=O)NN=C2CCN(C)CC2)S(=O)(=O)c2ccccc2)cc1 | -30.2% | 1.5% | 4.7% | -2.2% | -1.1% | 46.4%[activator] | 1.2% | u
17 | O=c1cc(CN2CCN(S(=O)(=O)c3ccc4c(c3)OCCO4)CC2)c2ccc(O)cc2o1 | -7.1% | u | u | 20.3% | u | u | 6.9% | u
18 | CC(=O)c1ccc(NC(=O)N2CCc3ccccc3C2)cc1 | 22.4µM* | 7.1% | 4.5% | 6.7% | -1.0% | 5.3% | -3.4% | 3.9%
19 | c1ccc2c(c1)oc1c(NCCN3CCOCC3)ncnc12 | -4.4% | 2.3% | 8.3% | -1.6% | -3.2% | -5.0% | 9.6% | 19.9%
20 | O=c1c(CCc2ccccc2)nc2cncnc2n1-c1ccccc1 | -1.4% | x | -6.0% | -10.5% | x | x | 20.3% | u
21 | O=C(O)/C=C\c1ccc(Cn2ccnc2)cc1 | -0.3%[20.6 µM] | x | -7.9%[29.1 µM] | 11.2%[29.1 µM] | x | -4.9%[25.5 µM] | 5.6%[21.6 µM] | -7.8%[20.9 µM]
22 | Cc1ccc2cc(CN(CCCN(C)C)C(=O)NCc3ccccc3)c(=O)[nH]c2c1C | 8.0% | 5.8% | -5.2% | -1.2% | -1.1% | u | 3.1% | u
23 | COc1ccc(S(=O)(=O)N2CC(O)CC2C(=O)OCC(=O)Nc2ccc(Cl)cn2)cc1 (configuration not stated) | 7.7% | -6.6% | 3.0% | -3.0% | 7.2% | 0.3% | 1.6% | 9.5%
24 | COc1cccc2c1OCC(C(=O)O)C2 (configuration not stated) | x | -7.1% | 3.0% | 0.8% | -1.2% | -3.3% | 1.5% | -6.8%
25 | C#CCSc1nc(-c2cccs2)ccc1C#N | 15.9% | 7.2% | -14.1% | -8.2% | -2.1% | u | 11.6% | u
26 | S=C(Nc1ccccc1)N1CCCCCCC1 | x | -4.4% | -0.1% | 1.6% | -5.8% | 5.4% | -3.2% | -3.1%
27 | COc1cc(C2C(C#N)=C(C)NC3=C2C(=O)CC(C)(C)C3)cc(OC)c1O (configuration not stated) | 5.0% | 12.5µM* | 3.2% | -1.6% | -8.3% | -29.2% | -1.8% | 8.0%
28 | CCN(CC)CCCNC(=O)c1sc2ncn(CC(=O)Nc3ccc(C)c(Cl)c3)c(=O)c2c1C | 0.0% | -14.2% | -0.1% | -1.7% | -8.2% | -0.3% | -3.2% | 2.2%
29 | Cc1cc(C(=O)N2CCN(c3ccccc3)CC2)no1 | -2.4% | -11.1% | 1.5% | 0.6% | -7.1% | 0.6% | 6.0% | -1.8%
30 | COc1ccc(C(=O)N(CCCO)C(C)C(=O)NC2CCCCC2)cc1OC (configuration not stated) | -11.3% | 5.3% | 3.7% | -2.9% | 1.2% | 4.2% | 5.0% | 11.0%
31 | Cc1ccc(Cn2cccc(NC(=O)NC3CCCCC3)c2=O)cc1 | -50.1%[inhibitor] | -2.4% | -8.4% | -14.8% | -11.4% | u | -4.1% | u
32 | CCC(C)(C)n1nnnc1C(c1ccc(C)cc1)N1CCCC1 (configuration not stated) | 2.5% | 4.5% | -4.5% | 0.0% | -10.5% | -7.4% | 5.3% | -13.7%
33 | CC(=O)Nc1ccc(C)c(NC(=S)Nc2ccc(F)cc2)c1 | x | 1.5% | -1.2% | -12.2% | -2.3% | -15.9% | 16.6% | 0.6%
34 | CS(=O)(=O)c1ccc(Cn2c3c(c4cc(F)cc(F)c42)CCC[C@H]3CC(=O)O)cc1 | x | x | -1.1% | 9.9% | x | -25.5% | -3.0% | 0.112µM*
35 | Cc1ccc(CSc2nc3sc(C)c(C)c3c(=O)n2Cc2ccco2)cc1 | 0.2% | 10.2% | -4.0% | -9.3% | u | -15.5% | 8.1% | u
36 | O=C(Nc1ccc2c(c1)OCCO2)NC1CCCCC1 | 10µM* | 3.5% | -14.2% | -4.4% | 0.8% | -8.5% | 5.5% | 7.2%
37 | COc1ccccc1NC(=O)/C(C#N)=C/c1cc([N+](=O)[O-])ccc1N1CCCC1 | 3.9% | -6.5% | 18.0% | -13.4% | -1.6% | 1.2% | 8.2% | 7.0%
38 | CC(=O)Nc1cccc(N2C(=O)CC(Cc3ccccc3)C2=O)c1 (configuration not stated) | -2.4% | 3.4% | -6.9% | 6.0% | -3.6% | 2.9% | -7.0% | 8.5%
39 | CCCCC(=O)NC(=S)Nc1ccccc1C(=O)Nc1ccccc1 | 4.5% | -2.0% | -2.6% | 2.0% | 4.2% | u | 5.7% | -4.7%
40 | CCSc1nnc(NC(=O)Cn2cnc3c2c(=O)n(C)c(=O)n3C)s1 | 6.7% | 8.8% | -2.1% | 5.1% | 4.5% | 5.9% | 8.9% | 2.9%
41 | CN1CC(=O)N(CCOc2ccccc2)C1=O | -1.9% | -0.3% | 0.3% | 2.3% | 11.9% | 12.7% | 2.3% | -1.2%
42 | CCS(=O)(=O)N1CCN(c2ccnc3cc(Cl)ccc23)CC1 | x | 4.4% | 10.4% | 2.7% | 2.7% | -5.8% | -5.3% | u
43 | O=C(NCCNS(=O)(=O)c1ccccc1)c1cc(OCC(F)(F)F)ccc1OCC(F)(F)F | 1.2% | -2.6% | 11.6% | -21.7% | 8.8% | -0.6% | -0.8% | 13.6%
44 | COc1cccc(OC)c1C(=O)Nc1cccnc1 | -0.3% | -0.2% | 2.4% | 6.7% | 5.9% | 5.8% | -0.2% | 3.4%
45 | Cc1c(-c2nc(-c3ccncc3)no2)cccc1[N+](=O)[O-] | x | 1.0% | -9.9% | 0.3% | x | 6.1% | 7.1% | x
46 | CCOc1ccc(CN(C)C(=O)CCl)cc1 | -103.8%[inhibitor] | 17.6% | -5.9% | 1.2% | 4.9% | u | 0.5% | 0.0501µM*
47 | Cc1cnc(C(=O)N2CCc3c([nH]c4ccccc34)C2c2ccc(F)cc2)cn1 (configuration not stated) | x | -14.6% | -10.1% | -2.9% | -16.0% | -25.4% | -14.5% | -6.8%

Complete entries as entered above. Order of values: SMN2 splice up | GAA glycogen | aGal spleen mod | aGlu spleen mod | GAA inh | JMJD2E inh | GoLoco inh red | ALDH1A1 block
CCS(=O)(=O)N1CCN(c2ccnc3cc(Cl)ccc23)CC1 across the screens: x | 4.4% | 10.4% | 2.7% | 2.7% | -5.8% | -5.3% | u
COc1cccc(OC)c1C(=O)Nc1cccnc1 across the screens: -0.3% | -0.2% | 2.4% | 6.7% | 5.9% | 5.8% | -0.2% | 3.4%
O=C(NCCNS(=O)(=O)c1ccccc1)c1cc(OCC(F)(F)F)ccc1OCC(F)(F)F across the screens: 1.2% | -2.6% | 11.6% | -21.7% | 8.8% | -0.6% | -0.8% | 13.6%
Cc1c(-c2nc(-c3ccncc3)no2)cccc1[N+](=O)[O-] across the screens: x | 1.0% | -9.9% | 0.3% | x | 6.1% | 7.1% | x
CN1CC(=O)N(CCOc2ccccc2)C1=O across the screens: -1.9% | -0.3% | 0.3% | 2.3% | 11.9% | 12.7% | 2.3% | -1.2%

Screening data as filed in PubChem.
